SIAE inh – inhibitors of human sialic acid acetylesterase SIAE | Q9HAT2 | SIAE FP-Rh probe binding, fluorescence polarization | inhibition, % at 9.66 µM | actives 0.69% (n = 370,000) | AID 1053197;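 active = inhibition above a cutoff: mean of compounds within the control limits plus 3 SD of those, cut at about 17% in these data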;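 also: 0% = plate median of compound wells and 100% = probe without SIAE protein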
Target sequence (Q9HAT2 whole entry, looked up): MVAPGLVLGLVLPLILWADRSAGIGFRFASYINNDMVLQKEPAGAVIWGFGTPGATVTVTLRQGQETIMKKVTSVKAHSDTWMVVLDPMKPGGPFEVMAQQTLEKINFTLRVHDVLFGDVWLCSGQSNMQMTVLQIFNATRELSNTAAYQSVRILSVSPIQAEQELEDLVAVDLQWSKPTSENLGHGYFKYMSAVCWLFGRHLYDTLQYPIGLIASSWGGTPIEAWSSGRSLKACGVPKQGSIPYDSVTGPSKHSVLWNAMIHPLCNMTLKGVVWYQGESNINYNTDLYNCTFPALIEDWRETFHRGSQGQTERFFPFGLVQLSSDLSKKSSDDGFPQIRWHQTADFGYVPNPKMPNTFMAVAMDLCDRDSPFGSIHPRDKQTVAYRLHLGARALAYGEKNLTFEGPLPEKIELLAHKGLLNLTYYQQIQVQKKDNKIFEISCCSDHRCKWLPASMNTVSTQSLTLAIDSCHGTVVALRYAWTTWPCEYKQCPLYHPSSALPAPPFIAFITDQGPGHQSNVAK
PRMT1 FP inh – blocks human protein arginine methyltransferase 1; Q99873; recombinant PRMT1, activity-based probe fluorescence polarization; inhibition, % at 2.79 µM; actives 1.3% (n = 370,000); AID 652257;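 active = inhibition above about 21% made by adding two undisclosed values, limit read from the data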
mABHD4 FP – ABHD4 (mouse) inhibition, primary FP screen. Q8VD66. purified mABHD4, FP-Rh probe fluorescence polarization. inhibition, % at 8.92 µM. actives 0.54% (n = 370,000);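 active = inhibition exceeding the mean over every tested compound plus 3 SD, cut at about 30% in these data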;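 also: 0% = plate median of compound wells and 100% = S159A mutant with DMSO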
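Test system: mABHD4 protein | Buffer or medium: HEPES pH 7.0 buffer, 150 mM NaCl, 0.01% Pluronic F-127 | Probe or stimulus: FP-Rh fluorescent activity-based probe, added after compound pre-incubation | Timing: Pre-incubation 45 min, probe exposure 60 min, at 25 °C | Technique: Fluorescence polarization, excitation 525 nm, emission 598 nm, BODIPY TMR filters | Repeats: Single well per compound (singlicate)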
NPR1 activator – GC-A (human) enzyme activation; activation, % at 10 µM; P16066; AID 1671463; HEK293 GC-A cells, cGMP TR-FRET, EC30 ANP; 0% at EC30 ANP, 100% saturating ANP; actives 0.14% (n = 370,000); in the data active = activation above about 40%
UHRF1 MBD2 ctr – blocks human UHRF1 binding to methylated DNA; Q96T88; actives 0.75% (n = 370,000); inhibition, % at 4.4 µM; AID 687016; UHRF1 binding to methylated oligo, TR-FRET; in the data active = inhibition above about 21%;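 also: UHRF1 SRA domain binding a hemimethylated CpG hairpin DNA probe; 0% = median of test compound wells and 100% = reference inhibitor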
GC-B act – GC-B (human) receptor activation | HEK293-GC-B cells, CNP EC30, cGMP TR-FRET; 0% at EC30 CNP, 100% saturating CNP | activation, % at 10 µM | actives 0.11% (n = 370,000);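 active = activation at 10 µM reaching about 35% in either raw or pattern-adjusted values, limit read from the data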
TCR CD3 inh – blocks the human TCR-CD3 interaction | TAMRA-labeled TCR probe fluorescence, biochemical | inhibition, % at 9.4 µM | actives 0.37% (n = 360,000); in the data active = inhibition above about 19%;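 also: recombinant mutant TCR 2C K166C tagged with TAMRA read by polarization; 0% = receptor in buffer alone and 100% = receptor with positive control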
HTRA1 inhibitor – blocks human HTRA1 serine peptidase; Q92743; recombinant HTRA1, FP-rhodamine activity-based probe, fluorescence polarization; inhibition, % at 5.96 µM; actives 0.5% (n = 340,000); AID 504803; in the data active = inhibition above about 36%;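 also: 0% = enzyme with DMSO and 100% = wells lacking enzyme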
MBD2 DNA inh – inhibitors of human MBD2 binding to methylated oligonucleotide; TR-FRET; inhibition, % at 4.4 µM; actives 0.31% (n = 370,000); in the data active = inhibition above about 13%
Target sequence (Q9UBB5 whole entry, looked up): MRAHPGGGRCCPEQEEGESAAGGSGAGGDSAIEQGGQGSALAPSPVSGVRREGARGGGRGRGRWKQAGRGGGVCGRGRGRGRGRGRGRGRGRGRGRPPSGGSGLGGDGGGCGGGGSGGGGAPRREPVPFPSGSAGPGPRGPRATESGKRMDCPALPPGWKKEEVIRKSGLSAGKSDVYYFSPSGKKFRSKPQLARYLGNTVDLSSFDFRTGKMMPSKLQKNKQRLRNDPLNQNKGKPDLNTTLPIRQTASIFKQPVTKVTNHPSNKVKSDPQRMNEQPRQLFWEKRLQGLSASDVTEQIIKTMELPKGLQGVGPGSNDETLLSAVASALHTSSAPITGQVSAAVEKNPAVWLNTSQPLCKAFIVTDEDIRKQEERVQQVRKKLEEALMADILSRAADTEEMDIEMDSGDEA
rCAG binder – molecules binding r(CAG) RNA repeats. r(CAG) RNA repeat, TO-PRO-1 dye displacement fluorescence. inhibition, % at 3 µM. actives 1.3% (n = 370,000). AID 651821;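 active = inhibition above the plate cutoff, the mean of all test compounds on that plate plus 3 SD, cut at about 35% in these data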;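 also: 0% = DMSO alone and 100% = 100 µM mitoxantrone as full dye displacement; higher means more dye released from RNA so lower well fluorescence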
Starred values were filed as active, the others as inactive; · = not tested or not shown. Not all compounds are listed. The share of hits here may be higher or lower than overall.

SMILES	SIAE inh	PRMT1 FP inh	mABHD4 FP	NPR1 activator	UHRF1 MBD2 ctr	GC-B act	TCR CD3 inh	HTRA1 inhibitor	MBD2 DNA inh	rCAG binder
Cc1ccc(NC(=O)COc2cccnc2[N+](=O)[O-])cc1S(=O)(=O)N1CCCCC1	1.8	-0.3	5.8	1.4	0.5	1.7	2.5	-16.7	1.7	7.0
CCOc1ccccc1NC(=O)C(OC(=O)c1ccc(NC(=O)CC#N)cc1)c1ccccc1 (stereo not given)	-87.5	1.0	-48.4	10.2	1.4	17.3	20.3*	-101.8	-0.5	25.1
CCc1cc2c(=O)[nH]c(-c3ccccn3)nc2s1	-6.4	2.4	4.4	9.0	-2.1	-0.3	-6.8	-1.2	0.2	-2.3
Cc1ccc(-c2nc3ccccn3c2Nc2ccccc2)o1	6.9	49.2*	13.8	-17.1	2.2	11.6	-5.5	3.3	0.3	-0.6
CCN(C(=O)COC(=O)CCCOc1ccc(Cl)cc1C)c1c(N)n(Cc2ccccc2)c(=O)[nH]c1=O	-6.5	-3.5	4.5	-0.5	-1.4	-0.5	10.2	-1.8	-1.2	3.6
O=C(COC(=O)c1ccc(CNS(=O)(=O)c2ccc(F)c(Cl)c2)cc1)NC1CCCCCCC1	0.7	0.2	-2.7	0.9	5.4	4.5	8.1	6.4	3.2	0.4
Cc1cccc(-n2c(C)cc(C=C3C(=O)c4ccccc4C3=O)c2C)c1	0.4	2.1	4.0	-1.3	-0.2	-4.7	-0.4	-5.7	-6.1	6.0
C=C1C2(C(=O)NCc3ccco3)CCC(C2)C1(C)C (stereo not given)	0.9	0.8	0.7	1.8	21.7*	0.5	-0.1	-2.3	3.5	-1.3
COc1ccc(CCNS(=O)(=O)c2cc(/C=C/C(=O)O)ccc2C)cc1OC	-1.8	4.3	-0.1	-3.1	7.8	0.6	2.1	-8.2	0.1	6.0
O=[N+]([O-])c1cc(Cl)cc(/C=N/NC(=S)Nc2cc(S(=O)(=O)N3CCOCC3)ccc2Cl)c1O	15.7	1.9	32.2*	-19.4	-2.9	-0.5	41.3*	45.7*	-3.2	37.7*
CCc1nc2ccc(C(=O)N(C)CCCN(C)C)cn2c1N(C)C(=O)C1CCCCC1	-1.1	-3.3	6.3	-2.2	-0.9	1.9	1.8	·	-1.0	-2.0
C=CCOc1ccccc1/C=N/NC(=O)c1ccc(Cl)cc1Cl	-1.7	-0.8	-5.8	-4.0	-4.2	-1.9	-0.1	-22.2	1.8	0.2
CCn1c(SCC#N)nc2ccccc2c1=O	1.5	-2.4	-2.2	-1.7	-0.8	3.1	-1.0	5.3	4.8	0.0
CN(C(=O)c1ccc(OC2CCN(CCc3ccccc3)CC2)cc1)C1CCCCC1	-7.0	-7.2	-4.2	-2.0	4.1	-2.4	-5.4	6.3	-2.0	-10.1
Cc1cccc(NS(=O)(=O)c2cccs2)n1	3.1	-1.3	3.1	-1.6	0.4	8.3	-4.5	0.2	-3.2	-1.7
O=C(Nc1ccc(N2CCOCC2)cc1)c1cccc(S(=O)(=O)N2CCC(Cc3ccccc3)CC2)c1	1.8	-2.3	-2.2	1.2	1.1	3.5	4.0	-7.0	-3.4	6.0
COc1cccc(CC2(CO)CCCN(Cc3cn[nH]c3-c3ccccc3)C2)c1 (stereo not given)	-1.1	-1.5	1.8	-8.9	1.4	-20.2	-4.7	-4.0	2.4	-8.0
COc1ccc(C(=O)O/N=C(\N)c2ccccc2)c(OC)c1	0.0	-4.0	-16.2	1.9	-2.7	-1.6	6.3	-13.5	3.5	-3.3
COc1ccc(NC(=O)C2CCC2)cc1S(=O)(=O)N1CCOCC1	-0.2	-5.3	-1.9	-2.7	-1.5	7.3	0.8	6.0	-8.0	-2.0
Cn1c(-c2ccccc2)cnc1NCc1cc2c(cc1[N+](=O)[O-])OCO2	13.3	-2.5	9.1	-1.2	-7.3	-5.9	1.2	1.3	-5.8	2.5
O=C(CSc1ccccc1Cl)c1ccco1	4.4	14.8	7.3	0.6	-0.4	1.8	-2.9	3.4	3.5	3.9
CCOC(=O)c1ccc(CSc2nnc(N)s2)cc1	-1.3	0.8	-5.2	6.0	0.6	-4.8	-3.5	-6.5	-0.7	-1.8
CN1C2=N[C@@H](c3ccc(Br)cc3)CC(=O)N2/C(=C\c2ccccc2)[C@@H]1c1ccccc1	-1.4	8.0	-5.6	-6.4	-1.0	-9.1	·	·	4.7	·
C[C@H](CO)N1C[C@H](C)[C@@H](CN(C)CC2CCCCC2)Oc2c(NS(=O)(=O)c3ccc(F)cc3)cccc2C1=O	2.8	0.1	4.7	-3.1	0.3	2.9	3.8	10.3	1.5	-6.1
CN(C)CCCNC(=O)COc1ccc(Br)cc1Cl	1.0	-5.0	-1.4	2.6	-1.6	-2.0	1.4	-5.0	-4.3	-2.5
CCOC(=O)c1c(C)sc2c1N(C(=O)CCl)c1cc(Cl)ccc1S2	-3.8	2.3	-1.9	-11.9	12.3	-6.2	2.3	-17.7	6.8	-2.8
Cc1[nH]c2ccccc2c1/C=C(/C#N)C(=O)NC(C)C	7.4	6.3	7.0	0.9	0.5	-3.2	-6.8	-0.4	4.1	-1.2
CC(=O)Nc1sc2c(c1C(c1ccccn1)N1CCCC1)CCCC2 (stereo not given)	-1.0	-0.2	1.0	-11.7	-0.3	-6.2	1.3	1.1	-1.0	-6.8
CCOc1ccc(N2C(=O)S/C(=C\c3ccc(O)c(OCC)c3)C2=O)cc1	1.9	1.4	2.8	1.9	0.3	-2.4	-4.6	0.3	5.2	5.9
O=C(NC1=NCCS1)c1cc(-c2cccs2)nc2ccccc12	-11.3	-6.8	-14.4	7.3	-2.7	0.3	7.6	-17.3	0.3	8.3
O=C(O)c1cnn2c1NC(c1cccs1)CC2C(F)(F)F (stereo not given)	0.3	-1.6	3.0	-3.0	-1.5	2.8	8.3	10.0	-2.1	1.3
O=C(NCc1ccc(Cl)cc1)C1CCC(CNc2c(N3CCCC3)c(=O)c2=O)CC1 (stereo not given)	2.5	2.9	-2.4	1.7	2.8	2.5	-16.5	-0.6	3.5	-3.7
CC(C)N1CCN(Cc2cnc(-c3ccccc3)s2)CC1CCO (stereo not given)	0.9	-0.4	-0.3	4.0	0.6	-4.4	-0.9	2.8	0.6	-8.3
COc1ccccc1N1CCN(C2CCCN(C(=O)CCc3ccccn3)C2)CC1 (stereo not given)	13.1	4.9	7.7	4.5	2.2	-0.8	1.3	0.0	3.4	-6.8
O=C(CC[C@H]1O[C@@H](n2ccc(=O)[nH]c2=O)[C@H](O)[C@@H]1O)N[C@H](Cc1ccccc1)C(=O)NCc1ccco1	1.0	-0.8	5.5	5.1	-0.9	0.2	0.2	·	1.3	3.2
COc1ccc(C(=O)N/C(=C/c2ccccc2F)C(=O)NCCN2CCOCC2)cc1OC	-3.7	-2.8	-4.3	-0.7	-3.6	4.9	8.5	2.0	-0.5	-2.4

Single values from the entries so far:
COc1ccc(C(=O)N/C(=C/c2ccccc2F)C(=O)NCCN2CCOCC2)cc1OC – HTRA1 inhibitor: 2.0
CC(C)N1CCN(Cc2cnc(-c3ccccc3)s2)CC1CCO (stereo not given) – PRMT1 FP inh: -0.4

Next part
SMILES	SIAE inh	PRMT1 FP inh	mABHD4 FP	NPR1 activator	UHRF1 MBD2 ctr	GC-B act	TCR CD3 inh	HTRA1 inhibitor	MBD2 DNA inh	rCAG binder
NC(=O)c1ccc(NC(=O)CSc2nnc(-c3ccccc3)n2-c2ccccc2)cc1	3.5	-3.6	-3.7	-3.9	3.5	2.0	·	·	-3.4	2.9
COC(=O)c1ccc(CN(C)S(=O)(=O)c2ccc(C)cc2)o1	-2.5	1.4	4.2	-2.3	0.6	-1.4	-1.9	-3.8	1.9	-4.5
Cc1cc(C(=O)OCC(=O)NC(=O)NC(C)(C)C)c(C)o1	-2.5	2.8	0.4	3.3	-0.7	-2.9	5.6	17.8	4.0	-0.7
CC1CCCC(NC(=O)COC(=O)C2=COCCO2)C1C (stereo not given)	-0.2	-5.4	-1.1	-1.2	-0.1	0.4	4.4	7.4	-4.2	-0.4
CC(=O)c1ccc(NS(=O)(=O)c2cccc(C)c2)cc1	0.6	-0.1	0.5	-0.1	14.7	-4.6	1.5	2.6	-3.5	2.3
COc1ccc(NC(=O)COC(=O)CNC(=O)C2CCCCC2)cc1	-2.4	-0.9	-0.6	3.6	-1.9	-2.3	-1.8	2.8	-3.2	-1.9
CN(C)/C=N/c1cc(=O)[nH]c(=O)n1CC1CC1	9.1	-4.2	1.7	2.1	0.9	11.2	-3.3	1.2	-3.0	0.1
CN(C)S(=O)(=O)c1ccc2c(c1)c(=O)c(C(=O)N1CCOCC1)cn2C	4.5	-5.3	-2.0	3.2	0.1	1.7	7.1	5.0	-1.5	0.8
O=C(COc1ccccc1)Nc1ccc2[nH]ncc2c1	0.8	-3.2	-4.3	0.8	0.3	-0.7	4.9	-0.6	-7.2	-0.7
COc1cccc(C(C)(O)c2nc(-c3csc4ccccc34)cs2)c1 (stereo not given)	-4.7	-0.5	-33.1	2.2	-1.9	-3.2	0.2	·	0.1	2.2
O=C(c1ccccc1)N(C(=O)c1ccccc1)c1ncnc2c1C(c1ccccc1)c1c(ccc3ccccc13)O2 (stereo not given)	2.8	-1.3	-4.2	-3.6	2.9	-2.0	5.3	-15.1	2.2	4.8
O=C(NCc1ccco1)C1Cc2ccccc2CN1S(=O)(=O)c1ccccc1F (stereo not given)	-4.2	18.4	8.8	-9.0	12.2	2.6	-0.8	-10.5	-1.0	21.9
CCOc1cc(/C=C2\C(=O)N(CCc3ccc(OC)c(OC)c3)C(C)=C2C(=O)OC)ccc1O	5.7	26.5*	17.4	-1.8	-7.5	-4.2	-1.2	-2.2	-3.9	15.0
Cn1c(SCC(=O)c2ccc(F)cc2)nnc1-c1cnccn1	0.7	1.0	3.9	2.9	-0.1	5.3	2.9	-2.2	1.7	1.4
CCc1nn(CC(=O)NCCCN2CCN(C)CC2)c(=O)c2cc3sccc3n12	11.7	-0.5	0.2	6.6	8.7	-3.9	6.6	4.2	-8.9	-0.7
COc1cc(C2C(C(=O)c3cc4ccccc4o3)=C(O)C(=O)N2CCN2CCOCC2)ccc1OCCC(C)C (stereo not given)	2.2	0.5	6.0	2.6	1.4	-5.5	-1.8	-4.3	3.3	15.4
CC(C)c1nnc(NC(=O)CCC(=O)N2CCN(Cc3ccccc3)CC2)s1	10.2	3.0	-3.9	1.8	-0.6	-1.8	-0.4	4.2	5.1	-5.0
CSc1nc2ccc(Cl)cc2[nH]1	0.9	-1.0	4.7	4.5	3.1	0.7	-2.6	-3.3	5.8	-0.9
COc1ccccc1NC(=O)Cn1cnc2c(nc3n2CCCCC3)c1=O	-4.7	-1.2	-2.4	0.7	-0.7	0.6	3.8	5.1	-1.2	0.8
CCCCn1nnnc1NCc1cc(OC)c(OC)cc1OC	-0.2	1.7	-3.1	-0.1	-3.0	-2.6	3.6	-0.4	-1.4	-5.1
O=C(Nc1nnc(SCc2ccc(F)cc2)s1)c1ccc2ncsc2c1	-5.4	7.6	0.3	-0.2	-3.9	-1.9	1.1	-8.5	-2.6	9.4

Screens (PubChem)
